# Compound activity (PubChem BioAssay)
# SENP7 inh: inhibitors of human SENP7 protease. Q9BQF6. recombinant SENP7, Z-RLRGG-aminoluciferin luminescence, 40 min. inhibition, % at 5 µM. 330,000 compounds, 1.5% hits;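 active means inhibition above about 50% at the single test dose, limit read from the data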;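 further: plate controls were DMSO with enzyme for no effect and no enzyme buffer wells for full effect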
# Target sequence (Q9BQF6 706-1050 limits assumed): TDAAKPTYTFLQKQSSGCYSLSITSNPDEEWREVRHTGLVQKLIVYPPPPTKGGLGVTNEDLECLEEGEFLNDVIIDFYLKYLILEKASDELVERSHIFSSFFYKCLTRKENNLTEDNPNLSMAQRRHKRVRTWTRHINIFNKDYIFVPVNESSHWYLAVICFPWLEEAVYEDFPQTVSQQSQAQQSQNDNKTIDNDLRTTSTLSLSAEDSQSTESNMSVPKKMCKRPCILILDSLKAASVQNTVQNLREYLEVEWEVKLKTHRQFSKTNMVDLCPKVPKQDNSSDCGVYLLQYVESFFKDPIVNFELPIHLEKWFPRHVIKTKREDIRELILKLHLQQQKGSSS
# SENP8 block-1: blocks human SENP8 cleavage of Nedd8 substrate | Q96LD8 | recombinant SENP8, Nedd8 substrate fluorescence | AID 602440 | inhibition, % at 20 µM | 360,000 compounds, 0.64% hits; in the data active means inhibition mostly above about 40%, no sharp cut-off; inactive means mostly below about 27%
# Target sequence (Q96LD8 whole entry, looked up): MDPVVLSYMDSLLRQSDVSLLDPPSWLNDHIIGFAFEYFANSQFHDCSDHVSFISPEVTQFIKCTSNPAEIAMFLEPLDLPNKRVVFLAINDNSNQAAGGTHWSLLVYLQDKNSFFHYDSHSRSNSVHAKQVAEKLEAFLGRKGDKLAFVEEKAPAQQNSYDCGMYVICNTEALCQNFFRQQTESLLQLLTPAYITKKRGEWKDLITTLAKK
# SENP1 inh: SENP1 (human) catalytic domain inhibition; Q9P0U3; recombinant SENP1 catalytic domain, CyPet-SUMO1-YPet FRET cleavage; inhibition, % at 10 µM; 360,000 compounds, 0.21% hits; AID 624204;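 active means inhibition at least 30% at 10 µM, raw YFP signal under a set limit, fluorescence ratio 0.5 to 1.5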;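 further: 0% = enzyme with DMSO and 100% = no enzyme wells; some results filed as inactive read as strong as hits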
# Target sequence (Q9P0U3 419-644 limits assumed): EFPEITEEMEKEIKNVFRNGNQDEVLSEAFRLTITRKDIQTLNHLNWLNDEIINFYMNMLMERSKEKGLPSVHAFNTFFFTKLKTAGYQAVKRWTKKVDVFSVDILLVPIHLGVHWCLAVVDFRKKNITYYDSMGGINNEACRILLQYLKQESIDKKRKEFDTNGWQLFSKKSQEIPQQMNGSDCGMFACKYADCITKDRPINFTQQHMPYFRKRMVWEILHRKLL
#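 material = recombinant human SENP1 catalytic domain, His6-tagged | quantity = 20 pM enzyme | reagent = 25 nM SUMO1 FRET substrate | compound dosing = 10 µM single point, 0.5% DMSO | timing = 50 min enzyme reaction, room temperature, light-protected | detection = FRET, CFP and YFP emission | control set = no-enzyme low, enzyme-DMSO high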
# Apaf1 inhib: blocks human Apaf-1 apoptosome activity. 330,000 compounds, 0.71% hits. reconstituted apoptosome caspase-3 activity, DEVD-Rh110 fluorescence. AID 489030. inhibition, % at 20 µM. O14727; active means inhibition of at least 40% at 20 µM;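 further: plate controls were DMSO wells for no effect and DEVD-CHO caspase inhibitor wells for full effect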
#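 Material: reconstituted apoptosome with Apaf-1, cytochrome c, caspase-9, procaspase-3, dATP; medium: pH 7.5 Hepes buffer with CHAPS, BSA, DTT; also added: cytochrome c and DEVD-Rh110 substrate; timing: 30 min plus 50 min, RT; signal: Rh110 fluorescence intensity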
# SENP6 block: blocks the human protease SENP6. inhibition, % at 10 µM. Recombinant SENP6 catalytic domain, aminoluciferin luminescence. 330,000 compounds, 1.8% hits;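 active means inhibition above about 50% at the single tested dose, limit read from the data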;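 further: plate controls were DMSO wells with enzyme for no effect and DMSO wells lacking enzyme for full effect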
# SENP8 block-2: SENP8 protease inhibition | 330,000 compounds, 1.2% hits | purified SENP8, Z-RLRGG-aminoluciferin cleavage, luminescence | inhibition, % at 10 µM | AID 2540; in the data active means inhibition above about 50%
# HKDC1 inh: HKDC1 (human) hexokinase inhibition. recombinant HKDC1, G6PDH/diaphorase resazurin coupled fluorescence. inhibition, % at 20 µM. 340,000 compounds, 0.16% hits;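 active means inhibition above about 35% when tested at 20 µM, limit read from the data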;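 further: plate controls were DMSO wells with enzyme for no effect and DMSO wells lacking enzyme for full effect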
#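 Material: recombinant HKDC1 hexokinase; Amount: HKDC1 at 5 µg/mL; Medium: Tris pH 8.0 buffer with MgCl2, Tween-20, BSA, BME; Schedule: 90 min reaction incubation at room temperature, dark; Technique: coupled resazurin fluorescence, excitation 525 nm, emission 613 nm.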
# PfGluPho inh: PfG6PD (Plasmodium falciparum) enzyme inhibition; AID 504690; PfGluPho enzyme, NADPH resazurin-diaphorase fluorescence; 350,000 compounds, 0.78% hits; inhibition, % at 20 µM;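 active means inhibition reaching at least a set limit at 20 µM in the primary screen, cut at about 59% in these data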;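 further: 0% = DMSO wells with substrate and 100% = DMSO wells lacking glucose-6-phosphate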
# Active calls of the source: *; i = inactive; · = no result given.
(1) Cc1ccc(Oc2nc3ccccn3c(=O)c2/C=C(\C#N)C(=O)Nc2c(C)n(C)n(-c3ccccc3)c2=O)cc1
(2) COc1ccc(CNC(=S)Nc2ccc(OC)cc2)cc1
(3) CC(C)C[C@@H](CN1CCCC1CN1C(=S)NC[C@@H]1Cc1ccc(O)cc1)N1C[C@H](Cc2ccc(O)cc2)N(CC2CCCCCC2)C1=S (stereo partly specified)
(4) O=C(COC(=O)/C=C/c1ccco1)NCc1ccc2c(c1)OCO2
(5) O=C(c1cc(F)ccc1F)C1CCCN(C(=O)c2ccc3nccnc3c2)C1 (stereo unspecified)

Compound	1	2	3	4	5
SENP7 inh	4.1	1.8	·	-6.0	12.0
SENP8 block-1	-208.3	10.9	14.9	10.5	6.8
SENP1 inh	-1.6	1.6	2.4	2.1	-0.6
Apaf1 inhib	0.8	-4.0	·	2.4	5.2
SENP6 block	1.4	-18.7	·	5.6	16.5
SENP8 block-2	-6.7	-3.6	·	-12.9	0.5
HKDC1 inh	12.2	12.6	-3.3	-1.0	5.1
PfGluPho inh	-2.9	1.5	22.8	4.4	-13.4

(6) COC(=O)c1[nH]c2c(c1C)C(=O)CC(c1ccc(C)cc1)C2 (stereo unspecified)
(7) CC1=C(C(=O)OCC2CCCCC2)C(c2ccccc2F)NC(=O)N1 (stereo unspecified)
(8) CCOC(=O)c1cc(NC(=O)NCc2ccco2)c(C)nc1C
(9) CCn1ncc2c(OCc3ccc(C#N)cc3)cc(C)nc21
(10) CSc1ncccc1C(=O)Nc1ccc2c(c1)OCO2

Compound	6	7	8	9	10
SENP7 inh	4.4	1.5	7.1	-2.9	1.2
SENP8 block-1	11.6	7.5	7.2	4.2	10.6
SENP1 inh	-1.1	-1.1	0.0	1.5	0.5
Apaf1 inhib	4.3	13.7	-3.5	26.4	-3.5
SENP6 block	11.9	-4.3	5.0	-7.2	-7.9
SENP8 block-2	5.9	-2.1	1.3	-12.3	-8.3
HKDC1 inh	-4.2	8.4	4.7	2.2	0.5
PfGluPho inh	-3.9	15.7	-16.8	67.9*	-4.2

(11) CC1CC(C)CN(S(=O)(=O)c2cccc(C(=O)N3C(=O)c4cccc(N)c4C3=O)c2)C1 (stereo unspecified)
(12) O=C(C1CCCCC1)N1CCCn2c1nc1ccccc12
(13) O=C(c1ccccc1)c1ccccc1C(=O)N1CCN(Cc2ccccc2F)CC1
(14) COC(=O)c1ccc(CNC(=O)CCNC(=O)c2ccco2)cc1
(15) O=C(OCc1ccc([N+](=O)[O-])cc1)C1CC(=O)N(c2ccccc2)C1 (stereo unspecified)

Compound	11	12	13	14	15
SENP7 inh	8.4	4.3	2.5	3.3	6.7
SENP8 block-1	i	9.4	8.6	3.4	14.5
SENP1 inh	-21.6	4.0	2.3	1.2	1.3
Apaf1 inhib	2.6	-2.4	1.0	-1.7	-7.9
SENP6 block	-14.3	-24.2	-17.7	-6.1	1.2
SENP8 block-2	-1.9	3.6	-4.6	-2.6	4.3
HKDC1 inh	1.7	3.9	-6.7	-1.6	2.2
PfGluPho inh	1.9	0.5	-8.4	-3.5	-14.6

(16) CCC(C)c1ccc(NC(=O)c2cccnc2)cc1 (stereo unspecified)
(17) O=C(O)CCCCCNc1ncnc2ccc(Br)cc12
(18) O=C(/C=C/Nc1ccc([N+](=O)[O-])cc1Br)c1cccc2ccccc12
(19) CN1CCC(=O)N([C@H](CO)Cc2ccccc2)CC1
(20) NC(=O)C1CCN(c2c([N+](=O)[O-])cc(C(F)(F)F)cc2[N+](=O)[O-])CC1

Compound	16	17	18	19	20
SENP7 inh	34.2	-2.4	85.6*	3.6	-8.2
SENP8 block-1	11.3	6.0	-5.8	10.7	36.5
SENP1 inh	-0.3	2.3	-30.6	0.0	-0.1
Apaf1 inhib	0.2	-2.4	-1.8	-3.8	-4.1
SENP6 block	19.2	5.8	87.2*	5.0	-21.2
SENP8 block-2	10.9	2.7	8.6	-1.1	-14.4
HKDC1 inh	-6.8	3.4	10.0	-3.9	1.7
PfGluPho inh	15.9	5.8	-4.4	10.1	5.0

(21) CCOC(=O)c1ccccc1NC(=O)COC(=O)C(Cc1c[nH]c2ccccc12)NC(C)=O (stereo unspecified)
(22) CCN(CC)C(=O)Nc1ccccc1C
(23) COc1ccc(OC)c(C2C(C(=O)c3ccc(C)o3)=C(O)C(=O)N2CCCN2CCOCC2)c1 (stereo unspecified)
(24) CN(CCOc1ccc(Cl)cc1)CC(=O)Nc1ccc(OC(F)F)cc1
(25) CCCCCCN(C(=O)CCCCCN1C(=O)NC(c2ccc(-c3ccccc3)cc2)C(C(=O)OCc2ccccc2)=C1C)C(C(=O)NCCCC)c1ccc(OCC(=O)OC)c(C(=O)OC)c1 (stereo unspecified)
(26) O=C(NCc1cccc2[nH]ccc12)C1CCC(=O)N(CCc2ccc(Cl)cc2)C1 (stereo unspecified)
(27) COc1ccc(C(=O)OCC(=O)c2cc(C)n(CC3CCCO3)c2C)cc1[N+](=O)[O-] (stereo unspecified)
(28) COc1cc2nc(COc3ccccc3[N+](=O)[O-])oc(=O)c2cc1OC

Compound	21	22	23	24	25	26	27	28
SENP7 inh	9.0	-0.1	2.1	0.5	-3.9	-3.5	-9.4	-4.0
SENP8 block-1	10.1	26.8	10.1	16.9	·	-106.3	11.9	10.3
SENP1 inh	3.0	0.3	-1.7	1.6	·	-2.7	0.4	2.8
Apaf1 inhib	3.3	2.9	-5.7	15.5	15.9	3.1	21.1	0.2
SENP6 block	-2.5	-8.2	1.4	-5.2	-9.4	-2.6	-1.0	-5.9
SENP8 block-2	4.4	0.4	-0.4	-6.1	9.3	0.5	-17.7	-9.8
HKDC1 inh	0.2	-9.4	4.4	0.3	·	-4.7	2.3	-3.8
PfGluPho inh	4.8	-4.1	-1.6	7.5	·	11.8	-8.0	2.0

# Exported tab-delimited: twelve of the compounds above
cpd	mol	SENP7 inh	SENP8 block-1	SENP1 inh	Apaf1 inhib	SENP6 block	SENP8 block-2	HKDC1 inh	PfGluPho inh
17	O=C(O)CCCCCNc1ncnc2ccc(Br)cc12	-2.4	6.0	2.3	-2.4	5.8	2.7	3.4	5.8
18	O=C(/C=C/Nc1ccc([N+](=O)[O-])cc1Br)c1cccc2ccccc12	85.6*	-5.8	-30.6	-1.8	87.2*	8.6	10.0	-4.4
19	CN1CCC(=O)N([C@H](CO)Cc2ccccc2)CC1	3.6	10.7	0.0	-3.8	5.0	-1.1	-3.9	10.1
20	NC(=O)C1CCN(c2c([N+](=O)[O-])cc(C(F)(F)F)cc2[N+](=O)[O-])CC1	-8.2	36.5	-0.1	-4.1	-21.2	-14.4	1.7	5.0
21	CCOC(=O)c1ccccc1NC(=O)COC(=O)C(Cc1c[nH]c2ccccc12)NC(C)=O (stereo unspecified)	9.0	10.1	3.0	3.3	-2.5	4.4	0.2	4.8
22	CCN(CC)C(=O)Nc1ccccc1C	-0.1	26.8	0.3	2.9	-8.2	0.4	-9.4	-4.1
23	COc1ccc(OC)c(C2C(C(=O)c3ccc(C)o3)=C(O)C(=O)N2CCCN2CCOCC2)c1 (stereo unspecified)	2.1	10.1	-1.7	-5.7	1.4	-0.4	4.4	-1.6
24	CN(CCOc1ccc(Cl)cc1)CC(=O)Nc1ccc(OC(F)F)cc1	0.5	16.9	1.6	15.5	-5.2	-6.1	0.3	7.5
25	CCCCCCN(C(=O)CCCCCN1C(=O)NC(c2ccc(-c3ccccc3)cc2)C(C(=O)OCc2ccccc2)=C1C)C(C(=O)NCCCC)c1ccc(OCC(=O)OC)c(C(=O)OC)c1 (stereo unspecified)	-3.9	·	·	15.9	-9.4	9.3	·	·
26	O=C(NCc1cccc2[nH]ccc12)C1CCC(=O)N(CCc2ccc(Cl)cc2)C1 (stereo unspecified)	-3.5	-106.3	-2.7	3.1	-2.6	0.5	-4.7	11.8
27	COc1ccc(C(=O)OCC(=O)c2cc(C)n(CC3CCCO3)c2C)cc1[N+](=O)[O-] (stereo unspecified)	-9.4	11.9	0.4	21.1	-1.0	-17.7	2.3	-8.0
28	COc1cc2nc(COc3ccccc3[N+](=O)[O-])oc(=O)c2cc1OC	-4.0	10.3	2.8	0.2	-5.9	-9.8	-3.8	2.0
